m5-HT2A agonist: mouse HTR2A agonism via beta-arrestin recruitment | P35363 | CHO-K1 mHTR2A beta-arrestin complementation, luminescence; percent of 30 µM serotonin response | hit rate 0.66% among 360,000 | activation, % at 7.6 µM;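 active = activation above a run cutoff, the mean activation of all tested compounds plus 3 SD, cut at about 14% in these data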;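 note: 0% = plate median of compound wells and 100% = 30 µM serotonin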
aDG glyco act: alpha-DG glycosylation activation; AID 624168; Pro5-aDG cells, alpha-DG glycosylation AlphaScreen (IIH6); 0% Pro5, 100% B10-LARGE cell signal; hit rate 0.22% among 360,000; activation, % at 10 µM;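 active = activation of at least 8% versus controls, or a plate z-score of at least 8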;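 note: Pro5 are CHO cells carrying HIG-tagged alpha-DG that lacks glycosylation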
CaV13 ICDI inh: Primary screen for inhibitors of IQ motif and Ca2+-dependent inactivation inhibitor domain binding in CACNA1D, Förster resonance energy transfer in living cells, … | HEK cells, CFP/YFP FRET ICDI-IQ, plate reader, 10 min; percent FRET-ratio fall versus neutral wells | inhibition, % at 12.3 µM | hit rate 0.098% among 340,000 | AID 743397;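 active = mean replicate inhibition of at least 30% and at least 1% of replicates passing that level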;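 note: 0% = median of the neutral control wells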
Granule exo inh: lytic granule exocytosis inhibition; TALL-104 LAMP-1 surface exposure, flow cytometry; cells stimulated with thapsigargin and PMA; inhibition, % at 10 µM; hit rate 0.66% among 360,000; AID 651702;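 active = inhibition above about 55%, limit read from the data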
H9c2 protect: myocardial damage modulation in H9c2 cells. H9c2 cardiomyocytes, H2O2 injury protection, ATPLite, 2 h. protection from H2O2 cell death, % at 20 µM. hit rate 0.63% among 360,000;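 active = compounds giving at least 50% protection of heart cells from peroxide-induced death in the single-dose screen, raw or plate-pattern-corrected value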;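 note: 0% = DMSO wells with peroxide and 100% = DMSO wells without peroxide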
ABCB6 inh MLPCN: blocks the human ABCB6 transporter | K562-ABCB6 porphyrin accumulation, flow cytometry, 1 h; active compounds read low | fluorescence ratio to DMSO, % at 10 µM | hit rate 0.19% among 360,000 | AID 602162 | Q9NP58;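 active = fluorescence ratio to DMSO below 75%, the collection mean minus 3 SD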;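 note: signal is porphyrin accumulated inside mitochondria; 100% equals median channel fluorescence of DMSO control wells; lower ratio means ABCB6 inhibition with less porphyrin fluorescence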
Target sequence (Q9NP58 whole entry, looked up): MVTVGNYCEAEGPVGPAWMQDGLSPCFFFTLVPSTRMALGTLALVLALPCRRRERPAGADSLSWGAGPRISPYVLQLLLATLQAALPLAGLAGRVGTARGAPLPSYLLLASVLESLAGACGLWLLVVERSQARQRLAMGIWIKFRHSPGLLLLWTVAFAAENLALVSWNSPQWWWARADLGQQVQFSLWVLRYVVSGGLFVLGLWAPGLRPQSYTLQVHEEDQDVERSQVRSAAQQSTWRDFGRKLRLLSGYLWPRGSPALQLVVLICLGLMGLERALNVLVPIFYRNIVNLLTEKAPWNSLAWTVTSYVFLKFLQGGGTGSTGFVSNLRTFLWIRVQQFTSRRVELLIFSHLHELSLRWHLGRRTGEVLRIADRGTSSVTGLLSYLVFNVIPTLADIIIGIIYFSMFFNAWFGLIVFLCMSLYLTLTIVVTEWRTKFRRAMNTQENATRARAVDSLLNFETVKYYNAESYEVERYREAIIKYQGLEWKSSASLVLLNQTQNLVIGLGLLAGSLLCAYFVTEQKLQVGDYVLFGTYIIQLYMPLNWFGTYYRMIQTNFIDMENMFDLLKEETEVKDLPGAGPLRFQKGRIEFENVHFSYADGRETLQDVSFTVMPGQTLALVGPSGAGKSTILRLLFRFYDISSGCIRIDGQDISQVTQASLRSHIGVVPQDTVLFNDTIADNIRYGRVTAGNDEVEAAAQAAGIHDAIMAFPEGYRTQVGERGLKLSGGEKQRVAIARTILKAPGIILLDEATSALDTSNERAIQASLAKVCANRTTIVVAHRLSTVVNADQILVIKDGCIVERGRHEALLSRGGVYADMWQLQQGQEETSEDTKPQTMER
Glyco luc inh: N-linked glycosylation inhibition. D54 ERlucT glycosylation luciferase reporter, 24 h; percent of 100 nM tunicamycin response. reporter increase, % at 12.5 µM. hit rate 0.23% among 360,000. AID 588692;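 active = mean luciferase reporter signal, scaled so untreated is 0 and the glycosylation-blocking control 100, at or above a set limit in every replicate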;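 note: luciferase carries N-glycosylation sites so blocking glycosylation raises the light; 0% = median of neutral control wells and 100% = median of 100 nM tunicamycin wells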
Vif imaging: blocks HIV Vif function; HEK293T cells, Vif self-association by quenched fluorescence, imaging, 24 h; inhibition, % at 7.49 µM; hit rate 0.35% among 340,000; AID 602346; in the data active = inhibition above about 50%, passing the limit was not always enough; note: some results filed as inactive read as strong as hits
hiPSC survival: hiPSC single-cell survival enhancement; ATPlite luminescence; 100% = ROCK inhibitor wells, 0% = DMSO; survival enhancement, % at 20 µM; hit rate 0.044% among 360,000; AID 602274; in the data active = survival enhancement above about 18%;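 note: cells exposed to compounds for 16 hours before the ATP read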
PDI inh: PDI (human) enzyme inhibition | P07237 | PDI insulin aggregation turbidity, A650, 90 min | inhibition, % at 10 µM | hit rate 0.052% among 350,000 | AID 588391;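 active = mean inhibition across replicates of 30% or more, whatever share of single replicates reach that level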;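 note: absorbance from insulin aggregation driven by PDI reduction with DTT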
Numbers without * were called inactive; / = no result given.

The line under a structure holds: m5-HT2A agonist	aDG glyco act	CaV13 ICDI inh	Granule exo inh	H9c2 protect	ABCB6 inh MLPCN	Glyco luc inh	Vif imaging	hiPSC survival	PDI inh
O=C(CSCc1ccc(Cl)cc1)N/N=C/c1ccc(OCC(=O)Nc2ccccc2)cc1
 : -2	-0.1	-6	1	-20	101	-3	7	-1.3	0
Cc1ccnc(NS(=O)(=O)c2ccc(NC(=O)Cc3ccc(Br)cc3)cc2)n1
 : 2	-0.1	-19	1	-1	103	-2	/	0.0	0
COc1ccc(C2/C=C\CN(S(=O)(=O)c3ccc(-c4ccccc4)cc3)CC(=O)N2Cc2ccc(F)cc2)cc1 (configuration not stated)
 : 9	-0.2	-5	3	-3	91	0	-1	-2.2	-1
COC(=O)c1ccc(/C=C2\CCn3c2nc2cc(C(=O)O)ccc2c3=O)cc1
 : 8	0.0	/	2	4	99	0	-16	0.3	4
CCCc1nnc(NC(=O)CCC(=O)NCc2ccccc2)s1
 : 3	0.9	-3	-6	8	95	2	5	0.2	-4
CN(c1ccccc1)S(=O)(=O)c1ccc(C(=O)NCc2ccccc2F)cc1
 : -2	0.2	-14	-4	13	99	-3	-9	0.9	8
CCN1C(=O)/C(=C\c2ccncc2)SC1=Nc1ccc(C)c(C)c1
 : 1	0.0	-10	2	-8	95	-5	-5	-1.9	-3
CC(C)(C)c1ccc(C(=O)NC(Cc2ccccc2)C(=O)O)cc1 (configuration not stated)
 : 0	0.2	-3	1	4	98	0	-1	-1.4	0
CCCn1c(NC(=O)c2ccccc2Br)nc2ccccc21
 : -6	0.1	-3	12	24	93	3	8	-0.4	3
CC1(C)CC(=O)C2=C(C1)OC(N)=C(C#N)C2c1ccccc1[N+](=O)[O-] (configuration not stated)
 : 0	0.2	-2	2	3	104	1	-1	-3.9	1
CC(C)C(C(=O)OCC(=O)c1cccc([N+](=O)[O-])c1)N1C(=O)[C@@H]2[C@H]3CC[C@H](C3)[C@@H]2C1=O (some centres not stated)
 : -1	0.4	-5	4	-1	93	2	-2	0.8	6
CCOC(=O)c1cccc(NC(=O)CN2C(=O)C3CC=CCC3C2=O)c1 (configuration not stated)
 : 9	0.1	-3	12	7	94	/	/	1.2	5
O=C(c1coc2ccccc2c1=O)N1CCN(c2cccc(C(F)(F)F)c2)CC1
 : 9	0.2	-7	2	-1	97	1	3	-0.3	1
COc1ccc(CN(C(=O)c2nsc(Cl)c2Cl)C(C(=O)NC2CCCC2)c2ccc(C)cc2)cc1 (configuration not stated)
 : -1	0.4	-4	-2	-2	87	-6	-13	0.1	-6
Cc1cccc(N2CCN(C(=O)C3CCN(c4nnc(-n5cccc5)s4)CC3)CC2C)c1 (configuration not stated)
 : 0	0.0	11	-4	-11	95	-1	6	-3.3	/
Nc1nc2c(s1)COc1ccccc1-2
 : -5	0.4	-4	5	-4	108	2	-9	-1.0	0
COCCNC(=O)/C(C#N)=C1\N=C(NC(=O)c2ccco2)c2ccccc21
 : 0	0.2	-15	-3	36	103	1	-5	-0.8	-2
CCN(CC(=O)Nc1c(F)cccc1F)C(=O)C1CCN(S(=O)(=O)c2ccc(C)cc2C)CC1
 : 12	0.5	-3	-3	-4	97	-3	-7	-0.3	17
Cc1ccc(-c2nc(C#N)c(NCC3CCCO3)o2)cc1 (configuration not stated)
 : -3	-0.2	-7	10	-7	94	-1	-9	-0.8	8
CC(=O)OC1(C(F)(F)F)Oc2ccccc2NC1=O (configuration not stated)
 : 0	-0.2	-6	-2	20	85	-2	-16	-0.3	0
CC(NCc1nc2ccccc2n1C)C12CC3CC(CC(C3)C1)C2 (configuration not stated)
 : -9	0.1	5	4	-10	99	-3	-8	0.3	0
CCc1ccccc1NC(=O)CSc1nnc(C2CC2)n1CC1CCCO1 (configuration not stated)
 : -7	-0.1	-2	-8	3	88	1	23	-0.6	-7
CCCc1nn2c(=O)cc(O)nc2s1
 : -4	0.0	-5	-4	9	96	1	-7	0.4	5
O=c1[nH]c2ccccc2n2cnnc12
 : 3	0.2	-4	0	18	102	1	0	1.4	8
O=C(CC1C(=O)NCCN1Cc1cccc(F)c1)NCCCCCN1CCOCC1 (configuration not stated)
 : 1	-0.1	-4	1	-3	99	3	-9	1.4	13
COc1ccc(C(=O)/C=C(\C)Nc2ccc(NC(C)=O)cc2)cc1
 : -1	-0.2	-7	3	-4	97	3	-1	4.6	12
CN(C)CCN(C(=O)c1ccc2c(c1)CCCC2)c1nc2c(F)cccc2s1
 : -7	0.0	0	0	-3	95	-1	-8	-0.3	-4
CC1CCCCC1NCC(=O)Nc1ccccc1-c1ccccc1 (configuration not stated)
 : -5	0.9	-3	3	-11	98	-3	9	-3.5	-13
Cc1c(Br)c([N+](=O)[O-])nn1CC(=O)NCCc1c[nH]c2ccccc12
 : -1	-0.1	-2	5	5	99	0	-4	0.2	4
O=C(Nc1ccc(NC(=O)c2ccccc2Cl)cc1)c1cccnc1
 : 0	0.1	-3	-4	-1	89	0	2	0.5	2

Reprinted at random: 3 compounds from above
The line under a structure holds: m5-HT2A agonist	aDG glyco act	CaV13 ICDI inh	Granule exo inh	H9c2 protect	ABCB6 inh MLPCN	Glyco luc inh	Vif imaging	hiPSC survival	PDI inh
CC1CCCCC1NCC(=O)Nc1ccccc1-c1ccccc1 (configuration not stated)
 : -5	0.9	-3	3	-11	98	-3	9	-3.5	-13
Nc1nc2c(s1)COc1ccccc1-2
 : -5	0.4	-4	5	-4	108	2	-9	-1.0	0
COC(=O)c1ccc(/C=C2\CCn3c2nc2cc(C(=O)O)ccc2c3=O)cc1
 : 8	0.0	/	2	4	99	0	-16	0.3	4

Continuation:
The line under a structure holds: m5-HT2A agonist	aDG glyco act	CaV13 ICDI inh	Granule exo inh	H9c2 protect	ABCB6 inh MLPCN	Glyco luc inh	Vif imaging	hiPSC survival	PDI inh
O=C(OCc1cc2ccccc2[nH]c1=O)c1cccs1
 : -4	-0.3	-5	2	1	110	-1	-7	3.7	7
CC(=O)c1ccccc1OCCOCCOCCOc1ccccc1C(C)=O
 : 5	0.6	-4	1	3	93	-2	-1	-0.5	-1
O=C(CSc1nnc(Cn2c(=O)sc3ccccc32)n1-c1ccccc1)NCc1ccco1
 : 2	0.0	-2	5	12	100	0	2	4.2	/
Cn1c(=O)c2c(n(C)c1=O)n(C)c(=O)n2C
 : -2	-0.2	/	7	-1	99	1	11	-0.7	/
Cc1ccc(C)c(CC(=O)N2CCCC(c3cc(C(=O)NCc4ccccc4)no3)C2)c1 (configuration not stated)
 : 1	0.0	-4	2	-4	103	-2	-12	1.4	0
Cc1nc(SCC(O)CCl)c([N+](=O)[O-])[nH]1 (configuration not stated)
 : 3	-0.2	/	0	4	94	0	/	3.8	6
NC(=O)CC(NC(=O)Cc1cccc2ccccc12)c1ccc(NC2CC3CCC2C3)c([N+](=O)[O-])c1 (configuration not stated)
 : -7	-0.2	-11	-22	-1	98	-3	-22	-1.2	-2
COc1ccc2nc(-c3ccccc3)cc(OC)c2c1
 : 1	0.1	-5	-6	-8	100	5	0	-0.8	-28
c1ccc(-n2nnnc2NC2CCCCC2)cc1
 : -4	-0.1	-7	1	-9	85	-2	/	-1.9	-17
CCOC(=O)CSc1nc(CC)nc2ccccc12
 : 4	0.1	-10	3	0	108	9	-1	2.1	-5
CC(=O)N(C(C)=O)c1ncn(C)c1S(=O)(=O)Nc1ccccc1
 : -1	-0.1	-6	-16	-2	99	4	30	-1.8	-1
O=C(Nc1ccc(S(=O)(=O)N2CCCC2)cc1)C1CC(=O)N(CCc2ccccc2)C1 (configuration not stated)
 : -3	-0.1	-15	-2	-4	97	-1	/	-1.9	-6
CCCN1CCN(CCCNC(=O)CN2C(=O)COc3ccc(C(C)(C)C)cc32)CC1
 : 1	-0.2	-5	1	9	99	-5	5	-1.4	7
O=C1c2ccccc2C(=O)N1CCC(=O)N1CCc2ccccc21
 : 0	0.0	-7	1	7	87	1	5	0.1	2
O=C(CNC(=S)N(Cc1ccccc1)Cc1ccccc1F)NCCc1ccccc1
 : -7	0.5	-3	29	-9	100	-6	1	0.3	6
COc1ccc(C2=NOC(Cn3nc(C(=O)NCc4cccc(Br)c4)cc3-c3ccccc3)C2)cc1 (configuration not stated)
 : 9	0.2	-10	-5	5	99	-9	-1	3.1	0
COCCSc1nnc(NC(=O)C2CCN(C(=O)c3ccco3)CC2)s1
 : 0	0.0	-4	-16	3	99	1	0	1.2	1
CCOC(=O)C(NC(=O)CC)(Nc1ccc(S(=O)(=O)Nc2onc(C)c2C)cc1)C(F)(F)F (configuration not stated)
 : -1	-0.1	/	-4	7	91	1	-1	-0.1	2
O=C(Nc1ccccc1)c1ccc(NCCN2C(=O)CCC2=O)c([N+](=O)[O-])c1
 : 0	-0.4	-4	-1	27	96	-1	0	0.2	16
COc1ccc(-c2c(-c3ccc(OC)nc3)c3ccccc3n2C)cc1
 : -5	3.5	-10	1	-14	104	3	30	0.5	-7
Cc1ccc(C(=O)NNc2c3ccccc3nc3ccccc23)cc1
 : -1	0.1	-3	10	7	114	14	-4	-0.2	8
Cc1occc1-c1nnc(SCC(=O)N(C)C)o1
 : 5	-0.1	-8	1	5	107	1	20	-1.1	9
CCC(C)NS(=O)(=O)c1ccc(-c2csnn2)s1 (configuration not stated)
 : -7	-0.1	/	-2	-2	96	-3	/	0.0	-2
O=C(c1ccc2c(=O)n(CC3CCCO3)c(=S)[nH]c2c1)N1CCN(c2ccccc2)CC1 (configuration not stated)
 : 1	-0.1	-2	1	0	83	1	13	-1.1	-10
Cc1ccc(Sc2cnc(N)nc2C)cc1
 : 0	0.2	-7	-6	-2	97	-3	-2	0.9	-3
Cc1ccc(S(=O)(=O)NC(CC(C)C)C(=O)NCC(C)(C)N2CCOCC2)cc1 (configuration not stated)
 : -8	-0.3	-6	-2	2	100	0	/	-0.4	5
O=C(Cc1ccc(F)cc1)N1CCC(N2CCC(C(=O)N3CCOCC3)CC2)CC1
 : 1	-0.3	-2	-1	13	97	1	12	-0.3	2
CCOc1ccc(NC(=O)COC(=O)Cc2ccc(S(=O)(=O)N3CCOCC3)s2)cc1
 : 1	0.0	-8	-1	1	100	0	-1	1.3	5
CCCCS/C(=C(/C#N)C(N)=O)c1cc2c([nH]1)CCCC2
 : -4	0.0	-5	1	-8	103	6	-2	-1.6	-3
CCC(C)(C)n1nnnc1C(c1cccs1)N1CCc2ccccc21 (configuration not stated)
 : -7	0.1	-9	-3	-11	90	-7	0	1.3	17
NC(=O)c1cc(S(=O)(=O)Nc2cccc(Cl)c2)cs1
 : 3	0.0	-4	-8	5	93	-1	3	0.7	-3
Cn1c2nc(=O)[nH]c(=O)c-2cc2ccccc21
 : 0	0.2	11	18	-2	104	2	-4	3.9	-17
Cc1ccc2c(Cl)cc(Cl)c(OCC(=O)N3CCOCC3)c2n1
 : 13	0.3	-2	6	-6	97	3	-10	0.1	0
CCc1ccc(OC2(C)CCN(Cc3ccccc3OC(F)F)C2)cc1 (configuration not stated)
 : -7	-0.2	-16	-9	-13	98	0	73*	1.4	-1
O=[N+]([O-])c1cc(CSC2=NCCN2)ccc1O
 : -2	0.0	-5	0	5	102	1	-1	0.0	1
CN(C)C(CNc1ccc(C(F)(F)F)cc1[N+](=O)[O-])c1ccccc1 (configuration not stated)
 : 5	-0.2	-3	74*	-4	99	-5	13	0.2	6
O=C(C[n+]1ccc(C(=O)N/N=C/c2ccc(OCc3ccccc3)cc2)cc1)c1ccccc1
 : -5	0.1	-7	3	-8	99	-4	11	0.0	-2

Screens from PubChem.
